Screening results deposited in PubChem by National Center for Advancing Translational Sciences (NCATS).
APEX1 inh: qHTS Assay for Inhibitors of the Human Apurinic/apyrimidinic Endonuclease 1 (APE1). DNA repair nuclease/redox regulator APEX1 (Homo sapiens), P27695. recombinant APE1, TAMRA/BHQ-2 abasic DNA cleavage fluorescence. Potency, µM (doses to about 65.8 µM), for inactives: at the top dose activity change, negative = inhibition, hits mostly inhibitors. actives 0.35% (n = 350,000);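 further: potency means the concentration at half of the fitted maximal effect; plate controls were vehicle for no effect and reference inhibitor for full effect; nearly all actives have a fitted effect of over 55% in size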
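Activity was derived from the fluorescence gain between first and third kinetic reads (60 s intervals, ex 525/em 598 nm) after 50 nM THF-abasic TAMRA/BHQ-2 duplex was added to 0.75 nM APE1 preincubated 15 min with compound.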
PGK inhibitor: qHTS Assay to Find Inhibitors of Phosphoglycerate Kinase. Phosphoglycerate kinase, glycosomal (Trypanosoma brucei brucei), P07378. PGK/GAPDH coupled, Kinase-Glo luminescence, 60 min. Potency, µM (top dose mostly 57.5 µM), inactives show at the top dose activity change, negative = inhibition, usual class: inhibitors. actives 0.043% (n = 380,000). AID 602233, 2012; further: potency means the concentration at half of the fitted maximal effect; on the % scale 0 is the no-effect control and ±100 the full control effect; nearly all actives have a fitted effect of over 60% in size
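Recombinant glycosomal PGK reaction used 1,3-bisphosphoglycerate generated in-well by GAPDH (100nM final) in 100mM TEA pH 7.6, 5mM MgCl2, 0.01% Tween-20. After 60 minutes at room temperature, ATP was read by Kinase-Glo Plus luminescence end-point.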
POLB inh: qHTS Assay for Inhibitors of DNA Polymerase Beta; Potency, µM (series often up to 114 µM), without a hit: top-dose activity change, negative = inhibition, usual class: inhibitors; actives 1.3% (n = 340,000); P06746; Pol beta primer extension/strand displacement, fluorescence kinetic; further: potency means the concentration at half of the fitted maximal effect; on the % scale 0 is the no-effect control and ±100 the full control effect
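10 nM enzyme + cpd, 15 min RT; start with substrate 50 nM final; read 0 min and after 10 min RT. Corrected, normalized data; 4-parameter Hill curve fit.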
Pol eta inh: qHTS for Inhibitors of Polymerase Eta; DNA polymerase eta (Homo sapiens), Q9Y253; recombinant Pol eta, fluorescent DNA replication assay; Potency, µM (top dose mostly 114 µM), inactives show at the top dose activity change, negative = inhibition, most hits filed as inhibitors; actives 1.2% (n = 390,000); AID 588591, 2011; further: potency means the concentration at half of the fitted maximal effect; on the % scale 0 is the no-effect control and ±100 the full control effect
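Pol eta at 10 nM preincubated with compounds 15 min at room temperature; reaction started with fluorescent substrate (50 nM final) and read kinetically at 0 and 10 min.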
POLI inh: qHTS for Inhibitors of Polymerase Iota. DNA polymerase iota (Homo sapiens), Q9UNA4. Pol iota fluorescent replication assay, 10 min. Potency, µM (top dose mostly 115 µM), inactives show at the highest dose activity, negative = inhibition, actives largely listed as inhibitors. actives 1% (n = 390,000). AID 588590, 2011; further: potency means the concentration at half of the fitted maximal effect
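Pol iota at 10 nM preincubated 15 min with compounds at room temperature; reaction started with fluorescent substrate, 50 nM final. Fluorescence read kinetically at 0 and 10 min; buffer-only wells as negative control.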
BLM helicase inh: qHTS Assay for Inhibitors of Bloom's syndrome helicase (BLM) | actives 0.2% (n = 350,000) | RecQ-like DNA helicase BLM (Homo sapiens), P54132 | Potency, µM (highest dose often 56.1 µM), for inactives: at the highest dose activity change, negative = inhibition, usual class: inhibitors | recombinant BLM DNA unwinding, fluorescence dequenching | AID 2528, 2010;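 further: potency means the concentration at half of the fitted maximal effect; plate controls were vehicle for no effect and no enzyme for full effect; nearly all actives have a fitted effect of over 35% in size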
Pol kappa inh: qHTS for Inhibitors of Polymerase Kappa; DNA polymerase kappa (Homo sapiens), Q9UBT6; purified Pol kappa, fluorescent DNA synthesis assay, 10 min; Potency, µM (titrated, usually from 107 µM), inactives show at the top dose activity, negative = inhibition, usual class: inhibitors; actives 0.53% (n = 400,000); AID 588579, 2011; further: potency means the concentration at half of the fitted maximal effect; on the % scale 0 is the no-effect control and ±100 the full control effect
Target sequence (Q9UBT6 whole entry, looked up): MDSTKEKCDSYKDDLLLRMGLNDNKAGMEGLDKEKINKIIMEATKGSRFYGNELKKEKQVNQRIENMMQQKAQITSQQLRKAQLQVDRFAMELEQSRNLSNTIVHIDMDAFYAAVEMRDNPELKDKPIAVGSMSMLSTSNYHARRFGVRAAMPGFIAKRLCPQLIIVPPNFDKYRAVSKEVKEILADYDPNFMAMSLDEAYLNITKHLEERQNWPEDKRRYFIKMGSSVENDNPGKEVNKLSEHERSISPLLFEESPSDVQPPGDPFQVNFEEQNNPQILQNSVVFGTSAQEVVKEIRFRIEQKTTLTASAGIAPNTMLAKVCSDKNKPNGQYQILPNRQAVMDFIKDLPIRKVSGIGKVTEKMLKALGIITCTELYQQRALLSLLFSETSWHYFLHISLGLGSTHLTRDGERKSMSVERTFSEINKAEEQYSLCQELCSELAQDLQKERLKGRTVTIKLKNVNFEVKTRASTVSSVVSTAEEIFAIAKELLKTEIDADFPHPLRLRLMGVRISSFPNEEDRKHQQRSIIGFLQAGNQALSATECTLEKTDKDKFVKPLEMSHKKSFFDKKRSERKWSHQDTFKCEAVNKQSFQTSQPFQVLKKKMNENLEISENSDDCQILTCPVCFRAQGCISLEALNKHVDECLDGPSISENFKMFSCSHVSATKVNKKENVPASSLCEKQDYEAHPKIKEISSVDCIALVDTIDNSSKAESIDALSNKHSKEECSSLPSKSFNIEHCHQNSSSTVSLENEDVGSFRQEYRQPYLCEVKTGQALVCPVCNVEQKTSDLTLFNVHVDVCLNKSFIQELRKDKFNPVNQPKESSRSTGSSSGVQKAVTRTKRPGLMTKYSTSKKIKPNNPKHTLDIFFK
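Inhibition of 10 nM Pol kappa is measured by a fluorescent read-out at 0 and 10 min following addition of 50 nM substrate (final), with a 15-min room-temperature compound preincubation.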
Apoferritin bind: qHTS Assay for Identification of Novel General Anesthetics | Ferritin light chain (Equus caballus), P02791 | apoferritin/1-aminoanthracene competitive binding, fluorescence | Potency, µM (highest dose often 77.5 µM), for inactives: at the highest dose activity change, negative = displacement, usual class: inhibitors | actives 0.074% (n = 350,000); further: potency means the concentration at half of the fitted maximal effect; on the % scale 0 is the no-effect control and ±100 the full control effect; nearly all actives have a fitted effect of over 20% in size
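Concentration-response curves derived by four-parameter Hill fitting of normalized fluorescence, where compounds displaced 1-AMA from 10 uM horse apoferritin following a brief 10 min room-temperature incubation; propofol titration acted as positive control.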
RXFP1 antag: qHTS Assay for Antagonists of the Relaxin Receptor RXFP1; Relaxin receptor 1 (Homo sapiens), Q9HBX9; HEK293-RXFP1, relaxin-stimulated cAMP HTRF, 30 min; stronger effect = lower value; activity change, negative = inhibition, % at 57.5 µM; actives 0.59% (n = 350,000);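 active means activity change of -60% or lower, but not beyond a set lower limit; inconclusive means change between -60% and -40%, or beyond the set limit; inactive means change above -40%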; further: on the % scale 0 is the no-effect control and ±100 the full control effect
Active calls of the source: *; i = inactive; ? = inconclusive; nt = no result given; [ ] = dose if it differs, or a comment. Unless noted, the call rests on the fitted dose curve; in most records, active means well fitted curve in the direction sought with a large enough effect; inconclusive means small, poorly fitted or top-dose-only effect, or another doubt; inactive means no such curve, though single readings can be large; an effect the other way counts as inactive or inconclusive. This is a subset; the hit share may differ from the screen's.

Short forms – A = APEX1 inh; B = PGK inhibitor; C = POLB inh; D = Pol eta inh; E = POLI inh; F = BLM helicase inh; G = Pol kappa inh; H = Apoferritin bind; I = RXFP1 antag
COc1ccc(C(=O)c2c(N)c(-c3nc(-c4ccccc4)cs3)c3ccccn23)cc1
  A: nt; B: nt; C: 0.8%; D: nt; E: 34.7%[activator]; F: -6.3%; G: -8.4%; H: 7.2%; I: 3.4
COCCN1CCN(Cc2cn(C)nc2-c2cccc(Cl)c2)CC1
  A: 3.7%; B: -1.1%; C: 0.9%; D: -11.7%; E: 84.8%[activator]; F: -0.9%; G: -1.9%; H: -4.3%; I: 3.8
O=C(Nc1ccc2c(c1)C(=O)N(C1CCCCC1)C2=O)C1CCCO1 (stereo not given)
  A: -6.1%; B: 1.0%; C: 2.8%; D: 2.3%; E: 6.5%; F: -3.1%; G: -11.2%; H: -1.9%; I: -13.3
CCc1ccc(C2CC(c3ccco3)=NN2S(C)(=O)=O)cc1 (stereo not given)
  A: 7.2%; B: -10.3%; C: 37.4%; D: 2.4%; E: -4.2%; F: -6.4%; G: 0.8%; H: -16.6%; I: -11.0
OC(COc1c(Cl)cc(Cl)cc1Cl)CN1CCCCC1 (stereo not given)
  A: -5.3%; B: 0.2%; C: 20.2%; D: -7.3%; E: 2.2%; F: -9.7%; G: -7.5%; H: -17.9%; I: -3.5
C/C(=N\Nc1ccc(C(=O)O)cc1)c1nc2ccccc2n1C
  A: 0.9%; B: nt; C: -28.5%; D: nt; E: nt; F: 2.5%; G: nt; H: 3.3%; I: nt
C=CCOc1ccccc1CN1CCC(CO)(CCOc2ccccc2)CC1
  A: 7.3%; B: -6.5%; C: -8.1%; D: -13.3%; E: -16.2%; F: 2.2%; G: -3.3%; H: -18.9%; I: -0.8
COc1ccc(N=C2S/C(=C\c3ccc(C)s3)C(=O)N2CC(C)C)cc1
  A: 2.9%; B: -0.4%; C: 48.3%; D: 5.7%; E: 4.2%; F: -2.5%; G: 1.7%; H: -9.3%; I: -9.1
COc1ccccc1CNC(=O)CCC(=O)N1Cc2ccccc2Oc2ncccc21
  A: nt; B: -0.4%; C: -2.5%; D: -14.5%; E: 13.1%; F: 0.3%; G: -9.4%[60.1 µM]; H: 5.5%; I: -6.6
O=C(Nc1ccc(OC(F)(F)F)cc1)c1cnc2n(c1=O)CCS2
  A: 0.6%; B: -1.4%; C: 2.1%; D: -16.2%; E: -22.3%; F: -5.9%; G: -11.4%; H: -3.3%; I: nt
CCc1nn(CC(=O)N2CCN(c3cccc(C(F)(F)F)c3)CC2)c(=O)c2cc3occc3n12
  A: nt; B: -4.5%; C: 20.2%; D: 1.0%; E: -24.0%; F: -2.6%; G: -4.7%; H: 2.6%; I: nt
COc1cc(S(=O)(=O)Nc2ncccc2C)c(OC)cc1Cl
  A: -2.2%; B: -0.6%; C: -24.7%; D: -6.0%; E: -1.0%; F: 0.3%; G: -12.0%; H: 1.8%; I: 4.9
OC[C@H]1OC(O)[C@H](O)[C@@H](O)[C@H]1O (stereo not given in full)
  A: ?; B: -5.2%; C: nt; D: -15.4%; E: 3.5%; F: 1.5%; G: -6.4%; H: -3.6%; I: nt
COCc1nc2ccccc2n1Cc1ccccc1Br
  A: -6.9%; B: 0.6%; C: 5.1%; D: -19.6%; E: 11.2%; F: -3.2%; G: -3.6%; H: -21.1%; I: -4.4
O=C(O)CCSc1nnnn1-c1ccccc1
  A: 5.8%; B: 2.7%; C: 7.7%; D: -4.3%; E: -1.6%; F: 1.9%; G: -11.3%; H: -4.5%; I: -17.2
O=C(CNC(=O)c1ccco1)NCC(=O)OCc1ccc(Cl)cc1
  A: 12.7%; B: 7.5%; C: 38.4%; D: -3.7%; E: 9.4%; F: -2.0%; G: -5.5%; H: -9.6%; I: 3.0
CC1CCN(C(=S)c2cn(Cc3cccc(F)c3)c3ccccc23)CC1
  A: -4.3%; B: i; C: 1.5%; D: -17.5%; E: 51.8%[activator]; F: -3.9%; G: -6.9%; H: 9.1%; I: -17.0
CCOC(=O)Nc1cc(C)ccc1OC
  A: -0.5%; B: -4.3%; C: 1.5%; D: 9.9%; E: 0.2%; F: -2.4%; G: 0.2%; H: -1.8%; I: 0.5
Nc1cc(N2CCCCCC2)c2nonc2c1[N+](=O)[O-]
  A: -8.9%; B: -6.8%; C: 4.6%; D: -3.9%; E: -0.9%; F: -14.4%; G: 8.1%; H: 1.4%; I: -7.9
CSc1nnc(CCNS(=O)(=O)c2ccc(Br)cc2)n1C
  A: 16.8%; B: -1.4%; C: -9.2%; D: -26.4%; E: 100.4%[activator]; F: -0.3%; G: 0.0%; H: -2.0%; I: 7.2
Cc1ccc(-n2ncc3c2CCCC3NC(=O)c2ocnc2C)cc1C (stereo not given)
  A: -17.3%; B: -0.6%; C: 7.1%; D: 1.9%; E: 5.0%; F: 3.3%; G: -8.6%; H: -8.6%; I: -4.6
NC(=O)c1cccc(N=Cc2cc(Cl)cc(Cl)c2O)c1
  A: 14.6%; B: -13.2%; C: ?; D: -8.3%; E: 47.5%[activator]; F: -12.2%; G: -22.6%; H: 0.0%; I: -20.7
COc1ccccc1N/C(=N/S(=O)(=O)c1ccc(C)cc1)c1ccc(Cl)cc1
  A: -3.8%; B: -9.4%; C: -8.7%; D: -21.8%; E: 4.9%; F: -10.9%; G: 1.2%; H: ?; I: -11.9
Cc1c(Cl)cccc1NC(=S)N(CCN(C)C)C(C)c1ccco1 (stereo not given)
  A: 2.2%; B: ?; C: -8.0%; D: -9.4%; E: 4.1%; F: -2.2%; G: -5.5%; H: -0.3%; I: -12.8

2 entries from above, with each value named.
> O=C(O)CCSc1nnnn1-c1ccccc1
  APEX1 inh: 5.8%	PGK inhibitor: 2.7%	POLB inh: 7.7%	Pol eta inh: -4.3%	POLI inh: -1.6%	BLM helicase inh: 1.9%	Pol kappa inh: -11.3%	Apoferritin bind: -4.5%	RXFP1 antag: -17.2

> COc1ccc(C(=O)c2c(N)c(-c3nc(-c4ccccc4)cs3)c3ccccn23)cc1
  APEX1 inh: nt	PGK inhibitor: nt	POLB inh: 0.8%	Pol eta inh: nt	POLI inh: 34.7%[activator]	BLM helicase inh: -6.3%	Pol kappa inh: -8.4%	Apoferritin bind: 7.2%	RXFP1 antag: 3.4

Three compounds out of the list above, ordered by their value in PGK inhibitor, lowest first.
smiles	PGK inhibitor
COCCN1CCN(Cc2cn(C)nc2-c2cccc(Cl)c2)CC1	-1.1%
Cc1ccc(-n2ncc3c2CCCC3NC(=O)c2ocnc2C)cc1C (stereo not given)	-0.6%
COCc1nc2ccccc2n1Cc1ccccc1Br	0.6%
